Screening results from PubChem.
CHX counter = counter-screen for Shiga toxin inhibitors: cycloheximide protein synthesis inhibition; max response, %; cell reporter, cycloheximide protein synthesis inhibition counterscreen; hit rate 12% among 300,000; AID 2314; in the data active = max response mostly above about 13%, no sharp cut-off; inactive = mostly below about 14%; note: read at 38.3 µM for the half of the compounds with a filed dose; 0% is about no effect
HCMV antiviral = inhibitors of human cytomegalovirus; activity change, negative = inhibition, % at 57.5 µM; HFF cells, HCMV-luciferase reporter, 72 h; stronger effect = lower value; hit rate 4.5% among 410,000; in the data active = activity change below about -60%; inconclusive = no clear call, values can overlap the other calls; inactive = above about -39%; note: % is set by controls: 0 for no effect and ±100 for the full control effect
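Two compound doses tested in HFFs infected with HCMV-luciferase, MOI 1 PFU/cell, 72 h at 37C. Lysate luminescence read with OneGlo; data normalized against buffer-only and 10uM Salinomycin inhibitor controls.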
AmpC inh no detg = AmpC beta-lactamase inhibition without detergent | P00811 | AmpC nitrocefin hydrolysis, absorbance 480 nm, 0.0001% Triton | Potency, µM (doses to about 57.1 µM), inactives show at the highest dose activity change, negative = inhibition, usual class: inhibitors | hit rate 0.52% among 330,000;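 note: potency is the fitted concentration of half-maximal effect; plate controls were no compound for no effect and no enzyme for full effect; nearly all actives have a fitted effect of over 20% in size; some results filed as inactive show a strong effect at the top dose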
Target sequence (P00811 whole entry, looked up): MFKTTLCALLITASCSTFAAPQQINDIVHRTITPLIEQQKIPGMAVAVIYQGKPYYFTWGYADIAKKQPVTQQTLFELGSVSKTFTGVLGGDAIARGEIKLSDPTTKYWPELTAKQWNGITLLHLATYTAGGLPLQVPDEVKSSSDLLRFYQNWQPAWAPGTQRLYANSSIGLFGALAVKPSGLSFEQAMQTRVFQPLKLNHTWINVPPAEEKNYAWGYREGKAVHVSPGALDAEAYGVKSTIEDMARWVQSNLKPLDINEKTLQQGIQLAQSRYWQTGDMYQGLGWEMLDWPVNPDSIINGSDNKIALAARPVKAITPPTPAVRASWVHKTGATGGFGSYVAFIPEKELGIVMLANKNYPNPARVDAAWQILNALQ
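AmpC (5.3 nM in the dispensed reagent) in 20 mM phosphate pH 7.0 with 0.01% (detergent screen) or 0.0001% Triton X-100 was preincubated with compounds for 15 min at room temperature. Nitrocefin was then added from an 800 uM solution, and hydrolysis was followed at 480 nm.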
FBPA Giardia inh = Giardia lamblia aldolase inhibition; purified Giardia FBPA; Potency, µM (doses to about 59.6 µM), without a hit: at the top dose activity, negative = inhibition, usual class: inhibitors; hit rate 0.71% among 290,000; note: potency is the fitted concentration of half-maximal effect; % is set by controls: 0 for no effect and ±100 for the full control effect; nearly all actives have a fitted effect of over 55% in size
Target sequence (A8B2U2 whole entry, looked up): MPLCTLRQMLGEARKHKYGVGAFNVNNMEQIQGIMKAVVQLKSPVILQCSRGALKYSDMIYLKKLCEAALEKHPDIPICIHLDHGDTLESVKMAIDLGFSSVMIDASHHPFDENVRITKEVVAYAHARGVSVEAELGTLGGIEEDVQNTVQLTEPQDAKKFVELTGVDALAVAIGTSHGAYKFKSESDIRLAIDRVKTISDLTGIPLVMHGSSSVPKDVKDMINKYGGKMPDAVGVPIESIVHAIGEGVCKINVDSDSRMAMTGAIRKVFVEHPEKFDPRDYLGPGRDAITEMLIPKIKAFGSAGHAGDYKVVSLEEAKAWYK
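Giardia FBPA (40 nM reagent) was preincubated 10 min at RT with compound (up to 57.5 uM final), then substrate plus GAPDH/TPI/NAD/arsenate coupling system with diaphorase/resazurin was added; resorufin fluorescence (525/598 nm) was read after 20 min.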
AmpC detergent = AmpC beta-lactamase inhibition with detergent present; P00811; AmpC hydrolysis of nitrocefin, absorbance 480 nm, 0.01% Triton; Potency, µM (titrated, usually from 114 µM), inactives show at the top dose activity change, negative = inhibition, actives largely listed as inhibitors; hit rate 0.041% among 370,000; AID 485294;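 note: potency is the fitted concentration of half-maximal effect; 0% = no-compound wells and -100% = no-enzyme wells; nearly all actives have a fitted effect of over 25% in size; some results filed as inactive show a strong effect at the top dose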
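20 mM phosphate pH 7.0 + 0.01% (detergent screen) or 0.0001% Triton X-100; 5.3 nM AmpC reagent; cpd preinc 15 min RT; nitrocefin (800 uM stock) to start; A480 q20 s × 4 min; Activity was normalised to no-enzyme and no-compound control wells.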
Shiga inhibitor = Shiga toxin inhibition. hit rate 9.2% among 290,000. Vero cells, Shiga toxin protein synthesis inhibition reporter. inhibition, % at 38.7 µM; in the data active = inhibition mostly above about 28%, no sharp cut-off; inactive = mostly below about 43%; note: 0% is about no effect
AMA1-RON2 inh = AMA1-RON2 (P. falciparum) interaction inhibition; AlphaScreen AMA1-biotinylated RON2 peptide binding; Potency, µM (top dose mostly 58.2 µM), without a hit: at the top dose activity change, negative = inhibition, usual class: inhibitors; hit rate 0.2% among 360,000; AID 720542;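 note: potency is the fitted concentration of half-maximal effect; 0% = vehicle wells and -100% = peptide control; nearly all actives have a fitted effect of over 45% in size; some results filed as inactive show a strong effect at the top dose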
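AMA1 (3D7) with his tag at 25 nM final met compounds first, then biotinylated RON2 peptide at 25 nM; detection used donor plus acceptor beads, 10 µg/mL apiece, read by AlphaScreen after 30 min at room temperature.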
Active calls of the source: *; ? = inconclusive; / = no result given; + = active, no number; [ ] = dose if it differs, or a comment. Unless noted, calls come from the whole dose curve; as a rule, active = well fitted curve in the direction sought with a large enough effect; inconclusive = small, poorly fitted or top-dose-only effect, or another doubt; inactive = no such curve, though single readings can be large; an effect the other way counts as inactive or inconclusive. Compounds were not picked by outcome, and some 16% of all compounds hit somewhere here.

Below each SMILES: CHX counter | HCMV antiviral | AmpC inh no detg | FBPA Giardia inh | AmpC detergent | Shiga inhibitor | AMA1-RON2 inh
CNC(=O)CN(Cc1ccccc1)S(=O)(=O)c1ccc(Cl)cc1
    -2.7 | 14.9 | -3.4% | -2.1% | -0.8% | -1.6 | 4.2%
COc1ccc(/C(N)=N/OC(=O)Cc2ccc(C)cc2)cc1
    30.1* | -30.6 | -25.7% | -0.1% | -16.6% | 50.1* | 81.5%[activator]
Cc1cc(C)nc(SCC(=O)Nc2ccc(S(=O)(=O)Nc3ncccn3)cc2)n1
    35.4* | -14.5 | -17.8% | -18.6% | -3.5% | 74.9* | -0.1%
O=C(NCc1ccc(-c2csnn2)cc1)c1cccs1
    -2.4 | -3.8 | -22.6% | 5.0% | 6.0% | 11.6 | 6.4%
COc1ccc(N2CCN(C3CCCN(Cc4ccccc4OCCO)C3)CC2)cc1 (stereo not given)
    -1.5 | -1.3 | 2.7% | 2.0% | -10.7% | 8.9 | 0.0%
O=C(CCSCCC(=O)NCC1CCCO1)NCC1CCCO1 (stereo not given)
    -2.6 | 18.2 | -10.9% | 2.3% | -5.0% | 5.1 | -0.4%
COc1cc(/C=N/NC(=O)COc2ccccc2[N+](=O)[O-])ccc1OC(=O)c1ccco1
    11.4 | 92.8 | 54.7% | -8.3% | -3.1% | -9.1 | -12.9%
O=C(CSc1nc(Nc2ccccc2)nc(N2CCOCC2)n1)Nc1ccccc1Cl
    -0.8 | ? | -8.8% | 0.7% | 1.3% | -3.8 | 4.7%
Cc1cc(=O)oc2ccc(OCC(=O)N(Cc3ccc(F)cc3)Cc3ccco3)cc12
    46.9* | -15.8 | 23.2% | 4.9% | -5.1% | 76.4* | -9.6%
CCOC(=O)C1C2C=CC3(CN(c4cccc(Cl)c4)C(=O)C13)O2 (stereo not given)
    1.2 | 14.6 | -7.9% | -1.2% | -10.8% | 22.5 | 20.9%
CCN(CC)C(=O)[C@H]1CC(CC(=O)NC/C=C(\C)CCC=C(C)C)C(=O)N2CCc3c([nH]c4ccc(OC)cc34)[C@]12C (stereo not given in full)
    / | ? | 202.9%[activator] | / | / | / | ?
CCOc1ncnc2c1[nH]c1ccccc12
    15.0 | 4.9 | -17.3% | -2.6% | 0.1% | 34.7 | -7.8%
CN=C1SC(CC(=O)Nc2ccc(C(=O)O)cc2)C(=O)N1C (stereo not given)
    -1.2 | -5.8 | -12.2% | -1.0% | -9.2% | -6.1 | -4.5%
COc1ccc(C=O)cc1OS(=O)(=O)c1ccccc1[N+](=O)[O-]
    0.9 | -1.7 | -8.4% | -10.5% | ? | 11.0 | -18.7%
CC(/C=N/NC(=O)c1cccnc1)=C\c1ccccc1
    48.6* | -3.8 | -18.2% | 11.8% | -3.8% | 84.5* | -1.6%
Cc1cccc(NC(=O)c2ccccc2NC(=O)C2CCCCC2)c1C
    -4.0 | 36.0 | -32.0% | -11.8% | -6.8% | -3.6 | -5.0%
O=S(=O)(c1ccc(-c2nnco2)cc1)N1CCCCC1
    -3.0 | 10.8 | -6.0% | -2.6% | 1.2% | -4.5 | -7.7%
Cc1ccc(NC(=O)c2ccc(S(=O)(=O)C(F)F)cc2)c(C)c1
    27.8* | -14.1 | -23.2% | -15.3% | ? | + | -3.9%
COc1cccc(Oc2ccc(C(F)(F)F)cc2NC(=O)CCc2nc3ccccc3c(=O)[nH]2)c1
    43.1* | 108.1 | 6.9% | / | 5.9% | 55.3* | -1.1%
COc1nc2ccccc2nc1N1CCN(c2ccc(F)cc2)CC1
    -2.2 | -38.4 | -0.7% | 5.8% | -2.2% | -4.0 | -1.9%
COc1ccc(N(C(=O)c2ccco2)C(C(=O)NC2CCCC2)c2cccs2)cc1OC (stereo not given)
    -3.3 | -10.5 | -11.0% | -19.1% | -6.3% | 8.6 | -9.3%
O=C(COc1ncnc2c(Cl)cc(Cl)cc12)N1CCN(S(=O)(=O)c2ccccc2)CC1
    4.8 | -1.9 | 6.4% | 16.4% | -4.5% | 14.1 | 14.7%
O=[N+]([O-])c1ccc(COc2ccc(CNc3ccccc3)cc2)cc1
    36.1* | 13.2 | -16.8% | -2.3% | -3.5% | 34.1 | -13.8%
CCn1c(Cc2ccc(OC)cc2)nnc1SCC(=O)Nc1cccc(C(=O)OC)c1
    9.7 | 13.7 | 8.0% | -0.9% | 4.4% | 12.0 | 4.4%
COc1cc2cc(C#N)c(SCC(=O)Nc3cc(C)on3)nc2cc1OC
    -4.0 | -21.5 | -9.7% | 7.0% | 3.5% | -10.9 | 0.1%
COCCNC(=O)C(c1ccc(C)cc1)N(Cc1cccs1)C(=O)CCC(=O)Nc1ccccn1 (stereo not given)
    -1.5 | -12.1 | 96.8%[activator] | 3.7% | -10.4% | -9.4 | 11.9%
Cc1ccc(-c2csc(N3CCN(CCCn4c(C(F)(F)F)nc5ccccc54)CC3)n2)cc1
    -0.9 | ? | 1.2% | -4.8% | -7.9% | 6.5 | -17.1%
CN(Cc1ccccc1)C(=O)CCS(=O)(=O)c1cc2c(cc1Cl)NC(=O)CO2
    -1.9 | -6.9 | -25.7% | 2.2% | -2.9% | -1.1 | -3.8%
CCCCc1c(C)c(C#N)c2nc3ccccc3n2c1Cl
    -2.4 | / | -10.5% | 5.4% | 1.5% | 6.8 | /
COc1cc(C(=O)N/C(=C\c2cn(C)c3ccccc23)C(=O)N2CCN(C)CC2)cc(OC)c1OC
    -0.9 | -23.5 | 268.3%[activator] | -2.7% | -13.1% | -5.0 | -4.4%

Compound profiles, from the list above. Order of screens: CHX counter, HCMV antiviral, AmpC inh no detg, FBPA Giardia inh, AmpC detergent, Shiga inhibitor, AMA1-RON2 inh
`CN(Cc1ccccc1)C(=O)CCS(=O)(=O)c1cc2c(cc1Cl)NC(=O)CO2` is listed with -1.9, -6.9, -25.7%, 2.2%, -2.9%, -1.1, -3.8%
`CCn1c(Cc2ccc(OC)cc2)nnc1SCC(=O)Nc1cccc(C(=O)OC)c1` is listed with 9.7, 13.7, 8.0%, -0.9%, 4.4%, 12.0, 4.4%

Additional results:
Below each SMILES: CHX counter | HCMV antiviral | AmpC inh no detg | FBPA Giardia inh | AmpC detergent | Shiga inhibitor | AMA1-RON2 inh
Cc1cccn2c(=O)c3cc(C(=O)NCCC4=CCCCC4)n(C)c3nc12
    8.2 | -3.5 | -19.2% | / | -0.9% | -5.0 | -0.3%
C=CCN1C(=O)c2ccccc2NC1c1cc(Br)cs1 (stereo not given)
    -4.2 | ? | -41.4% | -3.0% | -11.9% | -7.6 | -7.4%
CN(C)c1nc(C#N)nc(N2CCOCC2)n1
    -1.6 | 26.9 | -20.4% | / | ? | -9.3 | -4.5%
O=C(COc1cccc(Cl)c1)Nc1ccc(N2CCOCC2)cc1
    -1.6 | -35.6 | 0.4% | 1.3% | -13.2% | 3.8 | -7.2%
O=C(Cc1ccccc1)OCC(=O)c1cccc([N+](=O)[O-])c1
    / | 50.1 | -28.8% | / | / | / | -12.0%
Cc1cc(NC(=O)c2ccccc2)c(Cl)cc1N
    -1.6 | 41.4 | -16.6% | 3.5% | 3.1% | -8.2 | -7.3%
O=C(CSc1nnc(Nc2ccccc2)s1)NN1C(=O)NC2(CCCCC2)C1=O
    -2.1 | -1.0 | -37.8% | -5.5% | -1.6% | 9.4 | -4.5%
CC1CCC(C(C)C)C(OP(=O)(c2ccccc2)C(O)c2ccncc2)C1 (stereo not given)
    -1.2 | -7.8 | 38.6% | -0.3% | ? | 5.2 | -2.1%
CC(C)Oc1ccc(S(=O)(=O)N2CCCCC2)cc1NC(=O)CN1C(=O)NC2(CCCC2)C1=O
    / | -15.3 | 29.9% | / | -14.3% | / | 10.7%
Cc1nc(NC2=NCN(Cc3ccco3)CN2)nc2ccccc12
    -1.1 | / | -12.8% | 2.1% | 4.6% | -14.7 | /
CCCCNC(=O)CSc1nc2c(sc(=S)n2-c2cc(Cl)ccc2OC)c(=O)[nH]1
    -1.8 | -23.1 | -23.6% | -10.1% | ? | -2.2 | -7.2%
CCc1cccc(OCCCCNCCCOC)c1
    -3.0 | 42.2 | -12.9% | -11.6% | -0.3% | -8.6 | -5.4%
Cc1cc(S(=O)(=O)N2CCOCC2)ccc1OCC(=O)Nc1ccc(Br)cc1F
    -4.4 | 2.7 | -11.1% | 4.2% | -3.6% | -5.2 | 3.8%
c1ccc(Cc2noc(CN3CCN(Cc4ccc5c(c4)OCO5)CC3)n2)cc1
    -3.2 | -18.3 | 77.7%[activator] | 1.1% | 1.6% | -31.1 | 0.0%
COc1ccc(CNC(=O)CCSc2ccc(F)cc2)cc1OC
    11.2 | ? | -17.7% | 6.1% | -3.4% | 12.8 | -2.2%
C=CCC[C@@H](Cc1ccc(F)cc1)C(=O)OC[C@H](Cc1c[nH]c2ccccc12)NC(=O)[C@@H](CC=C)CC(=O)N[C@@H](CO)Cc1ccccc1
    / | 23.9 | -11.4% | / | / | / | -6.0%
O=C(NCCc1ccc(F)cc1)c1n[nH]c2ccccc12
    43.7* | 47.3 | -30.2% | -0.5% | -15.8% | 69.4* | 2.0%
COc1ccc(-c2cn3cc(C)ccc3n2)cc1OC
    32.5* | 113.9 | -8.8% | -25.9% | ? | 55.5* | -13.1%
Nc1nc(SCC(=O)Nc2ccc(OCc3ccccc3)cc2)n[nH]1
    27.9* | -8.6 | -19.5% | 1.0% | 6.8% | 57.5* | -6.3%
COc1cc(NS(=O)(=O)c2ccc(NC(=O)c3ccc(F)cc3)cc2)ncn1
    5.0 | 3.3 | -34.8% | / | 15.6% | -29.5 | -6.2%
Cc1ccc(NC(=O)NC(=O)c2ccccc2)cc1F
    25.9* | / | -14.2% | -2.6% | -16.2% | / | 5.9%
Cc1cccc(N2C(=O)CS/C2=N\NC(=O)c2ccc(Cl)cc2)c1C
    -2.0 | ? | -51.1% | -2.3% | -3.3% | 11.9 | 18.6%
O=C(c1ccc(F)c(S(=O)(=O)N2CCOCC2)c1)N(CCc1ccccc1)Cc1ccccc1
    / | ? | 127.0%[activator] | / | -12.4% | / | 1.4%
CC(C)CN(C#N)c1nc(N2CCOCC2)nc(N2CCOCC2)n1
    -3.1 | 18.1 | -2.4% | 8.7% | 3.8% | -9.0 | 7.7%
Cc1ccc(-c2cc(C(=O)Nc3cc(C)on3)c3ccccc3n2)c(C)c1
    13.4 | -33.2 | -28.0% | -10.8% | -11.7% | 13.4 | 0.0%
COc1ccc(-c2nn(-c3ccccc3)cc2CNCc2cccnc2)c(F)c1
    8.8 | 20.3 | 84.6%[activator] | 3.1% | 2.0% | -3.0 | -15.9%
O=c1c2ccccc2[nH]c(=S)n1CCCn1ccnc1
    -3.1 | 0.4 | -16.7% | -6.4% | 1.1% | -11.6 | 38.3%[activator]
CCOc1ccc(NC(=O)CN2CCc3ccccc3C2)cc1
    -2.6 | 37.2 | 4.2% | 7.3% | 1.3% | -9.1 | 1.0%
